PAD4 inh: PAD4 (human) enzyme inhibition. recombinant PAD4, RCA probe fluorescence polarization. inhibition, % at 6.36 µM. 0.41% of 330,000 active. AID 485272;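 active = percent inhibition above a cutoff equal to the mean of all tested compounds plus 3 SD, cut at about 15% in these data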;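 note: 0% = PAD4 with RCA probe and DMSO and 100% = probe without PAD4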
PAFAH1B3 inh: blocks human PAF acetylhydrolase 1B catalytic subunit 3; AID 492972; 0.28% of 340,000 active; inhibition, % at 3.39 µM; Q15102; recombinant PAFAH1B3, FP-rhodamine probe, fluorescence polarization;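 active = inhibition above the screen-wide average of all tested compounds plus 3 SD, cut at about 25% in these data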;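 note: 0% = enzyme with DMSO only and 100% = wells lacking PAFAH1B3 protein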
GSTO1 inh: blocks human GSTO1 in RBBP9 counter-screen; P78417; recombinant GSTO1, activity-based probe fluorescence polarization; inhibition, % at 5.96 µM; 1.1% of 300,000 active; AID 1974;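 active = inhibition above the campaign mean inhibition plus 3 SD, cut at about 35% in these data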;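 note: 0% = GSTO1-1 with DMSO and 100% = wells lacking GSTO1-1 enzyme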
PME-1 primary: blocks human protein phosphatase methylesterase 1; 0.53% of 320,000 active; Q9Y570; recombinant PME-1, FP-Rh probe fluorescence polarization; inhibition, % at 5.9 µM;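 active = inhibition above the campaign mean of all compounds plus 3 SD, cut at about 26% in these data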;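 note: competitive labeling of PME-1 active site by serine hydrolase directed probe; 0% = PME-1 with DMSO and 100% = wells lacking PME-1 enzyme; inhibitors block probe labeling so polarization falls and inhibition rises; many of its hits are not listed in these tables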
Target sequence (Q9Y570 whole entry, looked up): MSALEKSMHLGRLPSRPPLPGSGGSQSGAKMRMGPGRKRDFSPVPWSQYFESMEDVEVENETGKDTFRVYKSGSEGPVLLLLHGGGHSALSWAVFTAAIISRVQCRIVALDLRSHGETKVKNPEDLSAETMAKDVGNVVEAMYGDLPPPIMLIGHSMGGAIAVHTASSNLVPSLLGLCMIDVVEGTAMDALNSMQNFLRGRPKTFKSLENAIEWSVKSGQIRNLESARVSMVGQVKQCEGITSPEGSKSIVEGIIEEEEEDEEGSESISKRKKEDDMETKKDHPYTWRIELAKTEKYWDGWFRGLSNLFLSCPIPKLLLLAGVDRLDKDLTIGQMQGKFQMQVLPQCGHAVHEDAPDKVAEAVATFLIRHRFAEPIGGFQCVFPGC
PREPL inh: inhibitors of human prolyl oligopeptidase-like enzyme PREPL | 0.68% of 320,000 active | recombinant PREPL, fluorescence polarization activity-based probe | Q4J6C6 | inhibition, % at 5.96 µM | AID 2751; in the data active = inhibition above about 43%;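 note: 0% = enzyme with DMSO and 100% = wells lacking enzyme; many of its hits are not listed in these tables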
LYPLA2 inh: LYPLA2 (human) inhibition in PME1 counter-screen; O95372; recombinant LYPLA2, FP-Rh probe fluorescence polarization; inhibition, % at 5.9 µM; 0.38% of 320,000 active; AID 2177;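 active = inhibition above the screen-wide mean plus 3 SD, limit set per campaign, cut at about 26% in these data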;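 note: 0% = LYPLA2 with DMSO and 100% = wells lacking LYPLA2 enzyme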
Target sequence (O95372 whole entry, looked up): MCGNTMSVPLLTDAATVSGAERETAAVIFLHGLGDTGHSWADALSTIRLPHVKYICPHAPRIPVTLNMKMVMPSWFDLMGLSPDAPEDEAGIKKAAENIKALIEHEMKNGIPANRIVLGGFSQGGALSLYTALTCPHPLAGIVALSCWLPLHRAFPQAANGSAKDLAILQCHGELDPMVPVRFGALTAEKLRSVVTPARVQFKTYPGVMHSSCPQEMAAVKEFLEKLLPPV
PAFAH1B2 inh: blocks human PAF acetylhydrolase 1b catalytic subunit 2; inhibition, % at 3.39 µM; AID 492953; recombinant PAFAH1B2, FP-rhodamine activity probe, fluorescence polarization; 1.2% of 340,000 active;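 active = inhibition above the mean of all tested compounds plus 3 SD, cut at about 24% in these data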;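 note: 0% = enzyme with DMSO and 100% = wells lacking PAFAH1B2; many of its hits are not listed in these tables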
LYPLA1 counter: blocks human lysophospholipase 1, a PME1 counter-screen; 0.16% of 320,000 active; O75608; recombinant LYPLA1, FP-Rh probe fluorescence polarization; inhibition, % at 5.9 µM; AID 2174;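 active = inhibition above the mean of all tested compounds plus 3 SD, set per campaign, cut at about 14% in these data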;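 note: inhibitors block serine hydrolase probe labeling of LYPLA1 so polarization falls; 0% = enzyme with DMSO and 100% = wells lacking LYPLA1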
pPAFAH FP inh: inhibitors of human plasma PAF acetylhydrolase (pPAFAH). Q13093. recombinant pPAFAH, FP-rhodamine probe fluorescence polarization. inhibition, % at 3.39 µM. 1.5% of 330,000 active;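 active = inhibition above the mean inhibition across the screen plus 3 SD, cut at about 25% in these data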;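 note: inhibitors block binding of the rhodamine activity-based probe so polarization drops; 0% = enzyme with DMSO and 100% = wells lacking pPAFAH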
Target sequence (Q13093 whole entry, looked up): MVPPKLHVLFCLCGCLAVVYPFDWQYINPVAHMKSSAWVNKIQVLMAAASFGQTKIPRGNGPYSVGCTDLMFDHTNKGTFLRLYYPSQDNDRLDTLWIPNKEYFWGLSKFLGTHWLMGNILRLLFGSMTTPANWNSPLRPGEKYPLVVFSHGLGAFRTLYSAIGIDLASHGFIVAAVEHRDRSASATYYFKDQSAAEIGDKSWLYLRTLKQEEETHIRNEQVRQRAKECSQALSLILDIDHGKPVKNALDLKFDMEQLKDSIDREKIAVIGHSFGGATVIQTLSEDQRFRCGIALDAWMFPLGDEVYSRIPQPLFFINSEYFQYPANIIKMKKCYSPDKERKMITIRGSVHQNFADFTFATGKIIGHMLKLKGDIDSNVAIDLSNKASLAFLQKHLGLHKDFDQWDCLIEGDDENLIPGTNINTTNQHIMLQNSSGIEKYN
An asterisk follows results filed as active; . = no result given.

SMILES	PAD4 inh	PAFAH1B3 inh	GSTO1 inh	PME-1 primary	PREPL inh	LYPLA2 inh	PAFAH1B2 inh	LYPLA1 counter	pPAFAH FP inh
CCCCCCCCN1[C@@H](CC(C)=O)c2cc(C(F)(F)F)ccc2S1(=O)=O	-1	6	-6	-2	10	17	-2	-1	5
CCn1c(SCC(=O)Nc2ccc(OC)cc2)nc2c(c1=O)SCC2	-1	3	3	1	7	-4	3	-2	5
OCC[C@H]1C[C@@H](O)[C@H](O)[C@]2(OCCCc3ccccc32)O1	0	-5	-3	-4	9	2	5	3	0
CC(C)c1nc2sc3c(NCc4ccccc4)ncnc3c2c2c1COC(C)(C)C2	-8	10	6	-7	10	-5	5	-2	-1
CC(C)(C)CC(=O)Nc1cc2c3c(c1)CC(=O)N3CCC2	1	7	4	2	4	-6	4	-3	4
CC1CN(S(=O)(=O)c2ccc(C(=O)Nc3ccc(S(=O)(=O)Nc4nccs4)cc3)cc2)CC(C)O1 (configuration not stated)	0	5	1	3	10	0	4	-1	-7
O=C(CNC(=O)c1ccccc1)NCC(=O)OCc1ccc(Cl)cc1	6	4	1	3	-6	5	8	-2	3
CCn1c(=O)c2cc(C(=O)N3CCOCC3)sc2c2ccccc21	0	-1	1	0	7	4	2	-1	1
CCN(C(=O)C(C)Sc1ccc(S(=O)(=O)N2CCN(C)CC2)cn1)c1ccccc1 (configuration not stated)	-7	3	.	-6	5	-2	18	1	-2
O=C(N[C@H]1C/C=C\C[C@@H](CC(=O)N(CCO)Cc2ccccc2)C(=O)N2CCC[C@@H]2COC1=O)OCC1c2ccccc2-c2ccccc21	0	5	.	.	19	.	3	.	2
CCCCN1C2CCCC1CC(NC(=O)c1ccc(OC)c(OC)c1)C2 (configuration not stated)	-1	12	-2	-8	-2	5	-3	3	3
CCCCn1c(N)c(-c2nc3ccccc3s2)c2c([N+](=O)[O-])nn(CC)c(=O)c21	0	14	7	2	23	0	0	-1	-3
COc1ccc(/C=N/N2C(=O)CSC2=S)cc1	1	2	-1	1	7	3	3	-2	13
CCOc1ccccc1C(=O)N1CCN=C1SCc1cccnc1	2	3	4	-2	7	5	3	2	-8
Cc1cccc(NC(=O)C2CCN(S(=O)(=O)c3cccc4nonc34)CC2)c1	-1	0	4	0	11	2	2	-1	6

A different layout for some results above.
Cc1cccc(NC(=O)C2CCN(S(=O)(=O)c3cccc4nonc34)CC2)c1
  PAD4 inh = -1 | PAFAH1B3 inh = 0 | GSTO1 inh = 4 | PME-1 primary = 0 | PREPL inh = 11 | LYPLA2 inh = 2 | PAFAH1B2 inh = 2 | LYPLA1 counter = -1 | pPAFAH FP inh = 6

COc1ccc(/C=N/N2C(=O)CSC2=S)cc1
  PAD4 inh = 1 | PAFAH1B3 inh = 2 | GSTO1 inh = -1 | PME-1 primary = 1 | PREPL inh = 7 | LYPLA2 inh = 3 | PAFAH1B2 inh = 3 | LYPLA1 counter = -2 | pPAFAH FP inh = 13

CCCCn1c(N)c(-c2nc3ccccc3s2)c2c([N+](=O)[O-])nn(CC)c(=O)c21
  PAD4 inh = 0 | PAFAH1B3 inh = 14 | GSTO1 inh = 7 | PME-1 primary = 2 | PREPL inh = 23 | LYPLA2 inh = 0 | PAFAH1B2 inh = 0 | LYPLA1 counter = -1 | pPAFAH FP inh = -3

The results go on:
SMILES	PAD4 inh	PAFAH1B3 inh	GSTO1 inh	PME-1 primary	PREPL inh	LYPLA2 inh	PAFAH1B2 inh	LYPLA1 counter	pPAFAH FP inh
CC(Oc1ccccc1F)C(=O)NNC(=O)C1CC(=O)N(c2ccc3c(c2)OCCO3)C1 (configuration not stated)	0	-5	1	5	2	0	2	2	5
CCCCOc1ccc(C(=O)OCC(=O)NC2CCCC2)cc1	-2	1	-1	2	9	7	2	0	25*
Cn1cnnc1SCc1ccc(C(=O)N=Nc2c(O)n(C)c3ccccc23)cc1	-5	0	-3	-5	22	5	1	2	8
CC(C)=CCN1CCN(Cc2ccc3nsnc3c2)CC1CCO (configuration not stated)	-1	2	-1	-3	17	0	-2	2	0
Nc1nc2ccccc2nc1N	2	7	1	1	-2	-2	5	1	1
CCC(O)c1nc2ccccc2n1CCc1ccccc1 (configuration not stated)	3	6	-2	-3	2	12	6	2	5
O=C(Nc1ccc(Br)cc1)c1cccnc1N1CCOCC1	-2	6	-2	9	0	1	3	-2	2
Cc1noc(C)c1CSCC(=O)OCC(=O)NC1CCCCC1	-11	-11	-8	-1	5	-2	-6	-1	-5
O=C1CNC(=S)N1CCCn1ccnc1	-4	-4	-3	-2	10	-3	2	-1	-2
CCOc1ccc(-n2c(SCC(=O)Nc3ccc4c(c3)OCO4)nc3ccccc3c2=O)cc1	-2	-4	4	-1	10	-3	0	-7	6
Cc1nc2c(nnn2Cc2ccccc2)c(=O)n1-c1ccccc1	0	12	2	-2	-2	-5	0	-3	1
CCOC(=O)N[C@H](Cc1c[nH]c2ccccc12)C(=O)NC1CC1	0	.	0	-5	11	9	.	5	-1
O=C(NCCC(=O)N1CCCC(C(F)(F)F)C1)c1ccc(Br)cc1 (configuration not stated)	3	4	10	-6	5	-1	-2	-1	-3
O=C(CN1C(=O)c2cccc3cccc1c23)N1CCc2ccccc2C1	1	-7	-7	-2	-17	-4	-1	-4	-4
O=C(COc1nc2ccccc2nc1N1CCOCC1)NCC(F)(F)F	-1	-12	3	-2	7	-5	2	-1	4
CC(=O)c1sc(NC(=O)c2cccc3ccccc23)nc1C	1	-7	-5	4	-3	4	-1	3	-1
Cc1cccc(OCC2=N/C(=C\N(C)C)C(=O)O2)c1	-1	2	13	-3	11	6	-2	3	9
COc1cc(NC(=O)COC(=O)CC2CC3CCC2C3)cc(OC)c1 (configuration not stated)	0	0	.	.	13	.	11	.	15
c1ccc(-c2noc(-c3cccc4ccccc34)n2)nc1	4	6	-7	-9	3	-9	7	-3	-2
N#CCOc1ccccc1P(=O)(c1ccccc1)c1ccccc1	-3	3	4	5	15	-2	-1	3	-6
Cn1c(SCC(=O)NC(=O)NCc2ccco2)nnc1-c1ccccc1	-5	0	3	-5	-7	-6	-4	-3	-2
CCN(CC)S(=O)(=O)c1ccc(OC)c(NC(=O)c2ccc3c(c2)OCO3)c1	2	2	8	5	-1	0	7	-2	6
Cc1nn(-c2ccc(C(=O)O)cc2)c(C)c1Cl	-2	2	2	2	11	3	4	3	3
Cc1cc(N(C)C(=O)c2ccc3c(c2)S(=O)(=O)c2cc(Cl)ccc2C3=O)c(C(F)(F)F)o1	1	10	.	.	7	.	10	.	3
CCN(CC)c1ccc(C(=O)Nn2cnc3ccccc3c2=O)cc1	1	4	-3	0	8	1	7	-1	-11
CC1CCN(C(=O)CSc2nc3ccccc3s2)CC1	4	-7	-3	-5	0	1	0	-4	6
CCCN(CCC)CCCNC(=S)Nc1ccc2nc(N3CCN(C)CC3)cc(C)c2c1	1	11	13	-3	6	0	5	1	1
Cn1c(SCc2ccccc2)nnc1-c1cnccn1	-3	1	2	1	4	6	-5	4	8
CC(C)N(Cc1nc(-c2ccccc2)no1)C(=O)C1CCCCC1	-2	4	-5	4	2	6	1	0	6
CC(=O)Nc1ccc(NC(=O)CSc2nnc(NC(=O)C3CC(=O)N(c4ccccc4)C3)s2)cc1 (configuration not stated)	3	5	0	-4	-1	4	3	-5	6
O=C(O)/C=C\C(=O)Nc1cccc(NC(=O)c2ccccc2)c1	-8	2	2	-1	11	-3	-4	-2	-2
CCS(=O)(=O)N1CCC(C(=O)O)CC1	-8	-1	0	-6	11	-3	4	1	-4
O=C1c2ccccc2C(=O)N1/N=C/c1ccc(O)c(O)c1	4	14	10	-2	13	-4	-1	-3	4
O=C(CCCCCN1C(=O)c2ccccc2C1=O)Nc1ccccc1F	4	10	4	-1	-3	1	3	-1	3
Cc1cc(C)cc(NC(=O)C2CCN(S(C)(=O)=O)CC2)c1	1	9	10	8	-1	0	3	0	0
Cc1cc(NC(=O)c2ccco2)no1	-4	6	5	4	0	0	1	1	3
C/C(=N\N1CCN(Cc2ccc(Cl)cc2)CC1)c1ccc([N+](=O)[O-])cc1	3	10	3	-1	11	7	3	5	2
O=C(O)c1nc(-c2ccccc2)n(-c2ccc(Cl)cc2)n1	-6	11	2	-2	9	2	15	1	-3
O=C(O)C(c1ccccc1)c1ccccc1	-2	-4	-4	-1	22	5	5	3	7
COc1ccc(S(=O)(=O)Cc2ccccc2)cc1N	5	8	-6	-8	-2	4	3	0	4
COC(=O)c1ccc(C)c(NC(=O)Cc2coc3cc(OC)ccc23)c1	-6	6	-1	-4	-27	-8	1	-2	1
Cn1cccc1/C=N/NC(=O)c1cccs1	1	5	-4	-4	-3	8	1	2	2
O=C(Cc1cccs1)N1CCN(c2ccc([N+](=O)[O-])cc2)CC1	1	4	6	-1	23	6	-2	0	6
COc1cc2c(C#CCO)c(-c3ccc(C#N)cc3)oc(=O)c2cc1OC	3	2	.	.	11	.	-4	.	-3
COc1cc(/C=C(\C#N)C(=O)NCC2CCCO2)ccc1OCC(=O)O (configuration not stated)	-8	.	4	-2	-1	-5	.	-1	1
Cc1ccc(C)c(S(=O)(=O)N2CCN(C(=O)[C@H](C)N3C(=O)C4CC=CCC4C3=O)CC2)c1 (some centres not stated)	7	10	.	6	6	-2	3	2	3
O=[N+]([O-])c1ccc(O)c(/C=N/Nc2nn[nH]n2)c1	1	8	47*	4	3	13	0	6	2
COc1cc(C2Nc3ccccc3C(=O)N2c2ccccc2)ccc1O (configuration not stated)	-1	4	0	4	-5	-4	3	-2	3
C(=N\n1cnnc1)/c1ccc(OCc2cccc3ccccc23)cc1	-2	1	-2	-6	50*	52*	-3	16*	5
COc1ccc(CNC(=O)CN(c2ccc(C(C)=O)cc2)S(=O)(=O)c2ccc(C)cc2)cc1OC	-11	1	.	.	-2	.	0	.	7
CCCS(=O)(=O)c1c(S(=O)(=O)CCC)c2c(C)cccn2c1C(=O)OC	-4	14	0	7	2	1	3	1	0
CCC1(c2ccc(F)cc2)NC(=O)N(CC(=O)NCc2ccc(F)cc2)C1=O (configuration not stated)	0	-4	3	-1	5	-6	3	-3	-4
C=CCOCCN1C(=O)C2C(c3ccccc3)C=CC(c3ccccc3)C2C1=O (configuration not stated)	-5	6	2	-4	-11	0	-1	2	3
COc1ccccc1OCCCC(=O)Nc1nccs1	6	5	6	6	15	3	4	-2	2
CC(CCc1ccccc1)NC(=O)CSc1ccccn1 (configuration not stated)	-2	1	16	3	-6	-1	7	7	1
CCN1CCN(C2CCCCC2NS(=O)(=O)c2ccc(Cl)cc2)CC1 (configuration not stated)	3	5	5	5	22	-2	2	-2	-3
COc1coc(/C=C/C(=O)O)cc1=O	-2	2	2	-1	20	6	0	-2	3
COc1ccc(S(=O)(=O)Nc2c(O)ccc3ccccc23)cc1OC	-17	-3	45*	-5	17	-6	-6	-4	8
CNS(=O)(=O)c1cccc(C(=O)OC2CCCCC2=O)c1 (configuration not stated)	-2	1	1	-4	26	1	0	4	1
CC(C)(C)C1(C)OC(C(N)=O)C(C(N)=O)O1 (configuration not stated)	-2	6	-1	-2	11	1	6	4	4

Next section.
SMILES	PAD4 inh	PAFAH1B3 inh	GSTO1 inh	PME-1 primary	PREPL inh	LYPLA2 inh	PAFAH1B2 inh	LYPLA1 counter	pPAFAH FP inh
Cc1ccc2nc(-c3ccccc3N)[nH]c2c1	-1	2	1	-1	6	-1	0	2	2
Cc1nnc2c(-c3ccccc3)nc3ccccc3n12	-2	9	0	6	15	-6	9	-4	-3
Cc1nonc1C1CCCN1Cc1nc(-c2ccccc2Cl)oc1C (configuration not stated)	-2	-1	-7	2	2	4	2	1	4
O=C(CCc1nc2ccccc2s1)NC1CCOC1=O (configuration not stated)	-1	-1	5	-7	4	2	-4	2	7

From PubChem BioAssay

A portion of the library, so the mix of outcomes need not match the whole.
